Source: PubChem BioAssay (National Center for Advancing Translational Sciences (NCATS))
GCN5L2 inh: GCN5L2 (KAT2A) acetyltransferase inhibition; Q92830; GCN5L2 HAT assay, ThioGlo1 CoA-SH fluorescence; Potency, µM (doses to about 58.9 µM), for inactives: top-dose activity change, negative = inhibition, most hits filed as inhibitors; 0.21% of 390,000 active; AID 504327
Target sequence (Q92830 whole entry, looked up): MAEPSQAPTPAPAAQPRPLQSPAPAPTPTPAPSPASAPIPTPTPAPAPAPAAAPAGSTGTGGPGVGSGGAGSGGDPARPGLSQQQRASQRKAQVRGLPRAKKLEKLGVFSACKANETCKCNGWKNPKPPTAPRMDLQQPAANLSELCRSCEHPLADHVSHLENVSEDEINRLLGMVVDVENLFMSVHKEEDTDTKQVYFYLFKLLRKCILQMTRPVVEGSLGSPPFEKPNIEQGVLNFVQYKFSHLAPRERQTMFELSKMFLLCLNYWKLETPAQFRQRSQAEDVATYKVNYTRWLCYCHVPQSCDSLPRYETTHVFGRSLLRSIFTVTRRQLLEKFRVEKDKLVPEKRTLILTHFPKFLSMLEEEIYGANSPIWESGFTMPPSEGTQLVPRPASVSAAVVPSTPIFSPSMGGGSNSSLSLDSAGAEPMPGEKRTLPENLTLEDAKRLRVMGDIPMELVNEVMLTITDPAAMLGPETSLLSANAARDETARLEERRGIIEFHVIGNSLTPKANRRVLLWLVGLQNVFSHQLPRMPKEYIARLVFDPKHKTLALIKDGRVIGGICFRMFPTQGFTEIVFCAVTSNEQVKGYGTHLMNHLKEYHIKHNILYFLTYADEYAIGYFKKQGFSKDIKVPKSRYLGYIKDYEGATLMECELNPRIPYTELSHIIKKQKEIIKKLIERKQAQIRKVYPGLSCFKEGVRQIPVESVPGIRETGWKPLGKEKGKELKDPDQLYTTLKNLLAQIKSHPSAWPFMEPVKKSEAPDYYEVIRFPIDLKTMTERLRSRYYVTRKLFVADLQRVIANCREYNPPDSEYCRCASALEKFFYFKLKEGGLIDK
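Fluorescence readout, Ex340nm/Em540nm: ThioGlo1 (50uM final) reacts with free CoA thiol released as 20nM GCN5L2 acetylates H3(1-25) peptide (75uM) using acetyl-CoA (70uM). Compound and enzyme sat 15 min beforehand; 20 min room-temperature reaction.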
TDP1 cell noCPT: qHTS for Inhibitors of human tyrosyl-DNA phosphodiesterase 1 (TDP1): qHTS in cells in absence of CPT; DT40 Tdp1-/- hTDP1 cells, no CPT, ATP luminescence, 48 h; Potency, µM (top dose mostly 46.2 µM), for the others: top-dose activity change, negative = growth inhibition, actives largely listed as inhibitors; 15% of 420,000 active; AID 686978, 2013; further: nearly all actives have a fitted effect of over 55% in size
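Chicken DT40 Tdp1-/- cells stably complemented with human TDP1 were seeded at 400 cells/well with DMSO in place of 20 nM camptothecin. After compound pinning, cells grew at least 48 hr at 37 °C; viability read by CellTiter-Glo luminescence.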
DT40 TDP1 CPT: DT40-hTDP1 cell growth loss with CPT; chicken DT40 Tdp1-/-;hTDP1 cells + 20 nM CPT, ATP luminescence, 48 h; Potency, µM (titrated, usually from 46.2 µM), for the others: at the highest dose activity change, negative = growth inhibition, hits mostly inhibitors; 12% of 420,000 active; AID 686979; further: nearly all actives have a fitted effect of over 55% in size
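Chicken DT40 Tdp1-/- cells complemented with human TDP1, 400 cells/well, exposed to compounds plus 20 nM camptothecin for at least 48 h at 37 C; viability read as ATP content by CellTiter-Glo luminescence.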
* marks the source's active call; other numbers are inactive results; ? = inconclusive; nt = not tested or not shown; & = joins results of further samples. The call rests on the fitted dose curve; in most records, active means well fitted curve in the direction sought with a large enough effect; inconclusive means small, poorly fitted or top-dose-only effect, or another doubt; inactive means no such curve, though single readings can be large; an effect the other way counts as inactive or inconclusive. On the % scale 0 is the no-effect control and ±100 the full control effect; potency means the concentration at half of the fitted maximal effect. Random draw from the library (roughly 18% active in at least one column).

No.	SMILES	GCN5L2 inh	TDP1 cell noCPT	DT40 TDP1 CPT
1	COc1cccc(C(NC(C)=O)c2nc(-c3cnc4ccccc4c3)cs2)c1 (stereo not given)	nt	?	-3%
2	CN(C)c1ccc(/C=C/N2C=CCc3c2ccc2ccccc32)cc1	nt	0.089µM*	0.079µM*
3	COc1ccccc1-c1ccc2c(c1)C(C)(Cc1cccc(F)c1)C(=O)N2 (stereo not given)	nt	?	?
4	Cc1ccc(-n2c(SCC(=O)O)nc3c(sc(=S)n3-c3ccc(C)c(C)c3)c2=O)cc1	-2%	-9%	12%
5	CC(=O)c1cccc(Nc2cc(C)nc3ccccc23)c1	-10%	-16%	?
6	CN(C)CCCNc1ncc(C(F)(F)F)cc1Cl	-7%	-3%	4%
7	CC(C)N1CCC(n2nccc2NC(=O)c2ccc3c(c2)OCO3)CC1	-18%	6%	2%
8	Cn1c(=O)c2c(-c3ccc(Cl)cc3)n(Cc3ccc(Cl)cc3)cc2n(C)c1=O	-2%	?	?
9	Cc1[nH]c(=O)c(C#N)c(C)c1Cl	0%	-2%	-3%
10	COCCCNC(=O)CCc1c(C)nc2cc(-c3ccc(Cl)cc3)nn2c1C	-3%	?	18µM*
11	C=CCNC(=O)CN1CCC(n2c(C)nc3cc(C(F)(F)F)ccc32)CC1	2%	0%	-12%
12	C[C@@H]1CN([C@H](C)CO)C(=O)c2cc(NC(=O)Nc3ccc(F)cc3)ccc2O[C@@H](C)CCCCO[C@H]1CN(C)S(=O)(=O)c1cccs1	nt	26µM*	?
13	COc1cccc(C2NC(=O)NC(C)=C2C(=O)Nc2ccc(C)cc2)c1 (stereo not given)	-12%	-2%	10%
14	O=C(O)CCCNC(=O)CCCn1nnc2ccccc2c1=O	0%	12%	-1%
15	CCN(Cc1ccccc1)S(=O)(=O)c1cc(C(=O)O)ccc1OC	-3%	4%	2%
16	COCC(C)NC(=O)C(C)Oc1ccccc1 (stereo not given)	-1%	-17%	-5%
17	O=C(NCc1ccco1)NC12CC3CC(CC(C3)C1)C2	1%	?	?
18	Cc1ccc(NC(=O)c2ccc(S(=O)(=O)N3CCOCC3)cc2)nc1	-2%	-8%	-16%
19	COc1cccc(NC(=O)CN(C)C(=O)c2cccc(NS(=O)(=O)c3ccccc3)c2)c1	1%	-12%	1%
20	COc1cc(OC)cc(-c2c(-c3cccs3)c3cc(-c4ccc(N(C)C)nc4)ccc3n2C)c1	?	21µM*	23µM*
21	CCC(C)NC(=O)c1ccc2c(c1)N(Cc1ccccc1)C(=O)c1ccccc1S2(=O)=O (stereo not given)	-8%	-20%	?
22	Cc1ccc([C@H]2C(C(=O)O)=CC[C@@H](c3cccs3)N2S(=O)(=O)c2ccc(C)cc2)cc1	-4%	1%	-13%
23	CC(Sc1nc(-c2ccccc2)c(-c2ccccc2)[nH]1)C(=O)NCC1CCCO1 (stereo not given)	nt	23µM*	?
24	CN(C)C(=S)NC(=S)Nc1ccc2ccccc2c1	nt	?	?
25	CCN(CC)CCn1c2c(c(SCC(=O)Nc3nc4ccccc4s3)nc1=O)CCCC2	-6%	-54%	?
26	COc1ccc(CN2CCOc3ccc(CN4CCC(O)(c5cccnc5)CC4)cc3C2)cc1OC	nt	?	?
27	CC1CCN(CC(O)COc2cccc(F)c2)CC1 (stereo not given)	-5%	-16%	1%
28	Cc1cc(=O)oc2cc(OCc3ccc(C(=O)N4CCN(c5ccc([N+](=O)[O-])cc5)CC4)cc3)ccc12	-6%	-26%	?
29	CC(=O)Nc1ccc(OCc2cc(=O)n3ccccc3n2)cc1	3%	-6%	8%
30	O=C(Cc1ccccc1)NNc1c2ccccc2nc2ccccc12	-17%	?	21µM*

Continued (4 carried over from the part before).
No.	SMILES	GCN5L2 inh	TDP1 cell noCPT	DT40 TDP1 CPT
27	CC1CCN(CC(O)COc2cccc(F)c2)CC1 (stereo not given)	-5%	-16%	1%
28	Cc1cc(=O)oc2cc(OCc3ccc(C(=O)N4CCN(c5ccc([N+](=O)[O-])cc5)CC4)cc3)ccc12	-6%	-26%	?
29	CC(=O)Nc1ccc(OCc2cc(=O)n3ccccc3n2)cc1	3%	-6%	8%
30	O=C(Cc1ccccc1)NNc1c2ccccc2nc2ccccc12	-17%	?	21µM*
31	CCOc1ccc(N(CC)S(=O)(=O)N2CCCC(C(=O)NCc3ccccc3OCC)C2)cc1 (stereo not given)	-4%	16µM*	?
32	Cc1cc(N)n(Cc2ccc(Cl)cc2)n1	?	-3%	-14%
33	O=C(Nc1ccc2c(c1)C(=O)NC2=O)c1ccc2ncsc2c1	-1%	-11%	21%
34	Cc1ccccc1Cc1c(C)nc2ncnn2c1C	-5%	-25%	-7%
35	O=C(Nc1ccc(S(=O)(=O)N2CCOCC2)cc1)c1cccc(Br)c1	?	-8%	-2%
36	CN(Cc1ccccc1)c1ccc([N+](=O)[O-])cc1C(=O)O	-7%	-3%	16%
37	Cc1ccc(-n2c(C)nn(CC#N)c2=O)cc1	-17%	3%	-1%
38	Cc1cc(C)nc(N2CCCC(CCC(=O)NCc3ccc(F)c(F)c3)C2)n1 (stereo not given)	-9%	-23%	12%
39	COc1cc(Cl)c(C)cc1NC(=O)Cn1c2ncccc2c(=O)n1-c1ccccc1	3%	-22%	?
40	Cc1ccc(-c2nc3cccnc3s2)cc1NC(=O)Cc1ccccc1	-14%	?	?
41	Cc1cc(NC(=O)CSc2nc3c(cc2C#N)CCCCC3)no1	-27%	?	?
42	CCc1cccc(C)c1Nc1c(-c2ccc(N3CCOCC3)cc2)nc2ncccn12	-6%	23µM*	23µM*
43	CN(CCO)CCC(=O)NC1(C)CS(=O)(=O)CC1S(=O)(=O)O (stereo not given)	-10%	6%	2%
44	COCC(C)NC(=O)c1cnn2c(C(F)F)cc(-c3ccccc3)nc12 (stereo not given)	-4%	?	-21%
45	FC(F)Oc1ccc(NC(=S)NCc2ccccc2)cc1Cl	-7%	?	16µM*
46	C[C@@H]1CN([C@@H](C)CO)C(=O)CCCn2nncc2CO[C@@H]1CN(C)S(=O)(=O)c1cccc(F)c1	nt	-24%	-9%
47	COc1ccc(S(=O)(=O)N2CCCC2)cc1C(C)C	-1%	?	-29%
48	O=C(Oc1ccc2c3c(c(=O)oc2c1)CCCC3)c1ccco1	?	?	-15%
49	CCOc1ccc(CNC(=O)C2CCN(S(=O)(=O)c3ccc4c(ccn4C)c3)CC2)cc1	-5%	-27%	?
50	Cc1ccccc1NC(=O)CSc1nc(N)c2c3c(sc2n1)CSC(C)(C)C3	-12%	?	23µM*
51	COc1ccc(CN2C(=O)C(CC(=O)NCc3cccc4ccccc34)CC(C(=O)N(C)C)=C2C)cc1 (stereo not given)	nt	-16%	2%
52	O=C(CSc1cccc2cccnc12)OCC(=O)c1ccccc1	-7%	?	?
53	CCc1ccc(NC(=O)CCS(=O)(=O)c2ccc3c(c2)oc(=O)n3C)cc1	-3%	-19%	-27%
54	CCc1nnc(SCC(=O)NCCC2=CCCCC2)nc1CC	-1%	3%	-17%
55	CC1CCCN(C(=O)CN(C)S(=O)(=O)c2ccc3c(c2)c(=O)n(C)c(=O)n3C)C1 (stereo not given)	1%	16%	-15%
56	O=C(NCC1CCCO1)C(=Cc1cccc([N+](=O)[O-])c1)C(=O)NCC1CCCO1 (stereo not given)	-3%	23µM*	?
57	CC(=O)N(C)c1ccc(N=Nc2ccc3ncccc3c2)cc1	nt	15µM*	?
58	Nc1cccc2nsnc12	-1%	?	1%
59	C/C=C1\COC(C(=O)NCCCN2CCCC2=O)(C(F)(F)F)C=C1C=C(C)C (stereo not given)	nt	18µM*	21µM*
60	COC(=O)CN1C(=O)CSc2ccc(S(=O)(=O)Nc3c(C)cc(C)cc3C)cc21	3%	?	?
61	CCCC1C(C(=O)OCC)=C(C)NC(C)=C1C(=O)OCC	2%	-24%	?
62	CCc1ccc(S(=O)(=O)c2cn(CC)c3cc(N4CCOCC4)c(F)cc3c2=O)cc1	-5%	?	15µM*
63	CCOC(=O)C1=C(COC(=O)/C=C/c2ccc(OC)cc2)NC(=O)NC1C (stereo not given)	-4%	21µM*	9.2µM*
64	Cc1c(C(=O)OCC(=O)NCCN2C(=O)CSC2=O)cccc1[N+](=O)[O-]	2%	23%	3%
65	CCCCN(CC)CCCNC(=O)c1cn(CC)c2ccc(S(=O)(=O)N3CCOCC3)cc2c1=O	-3%	-5%	-7%
66	CCC/C(O)=C1\C(=O)CCCC1=NCCCCCC(=O)O	-1%	-16%	-11%
67	COc1cc(C)ccc1OCCSc1nc2ccc(NC(C)=O)cc2s1	-17%	21µM*	?
68	CCc1nc2c(OCc3ccc(Cl)cc3Cl)cccn2c1N(C)C(=O)C(C)C	nt	8.2µM*	7.3µM*
69	NCC(O)CN1CCN(Cc2ccccc2)CC1 (stereo not given)	0%	-16%	-1%
70	COc1cccc(-n2c(=O)c3cc(OC)c(OC)cc3n(CC(=O)Nc3ccc(F)cc3)c2=O)c1	-15%	-13%	?
71	CCCC(=O)C1C(=O)CC(C)(C)C(c2cc(C)no2)C1=O (stereo not given)	-5%	-26%	-5%
72	N#CCc1ccc(NC(=O)c2cc(S(=O)(=O)N3CCOCC3)ccc2Cl)cc1	-2%	18µM*	16µM*
73	CCOC(=O)C1(CC)Oc2ccccc2C(c2ccc(OC)cc2)=C1C(=O)OC (stereo not given)	-12%&4%	18µM*	?
74	COc1ccc(Cl)c(-c2cc(C(=O)NCc3ccco3)[nH]n2)c1	nt	-23%	-23%
75	O=C(N/N=C1\CCc2ccccc21)c1ccccc1O	4%	23µM*	-24%
76	CCOC1=C2CN(S(=O)(=O)c3ccc(C)cc3)[C@H](c3ccccc3)C[C@@H]2N(S(=O)(=O)c2ccccc2)[C@H](c2ccccc2)C1	nt	-28%	-18%
77	CC(C)c1ccc(/C=C/C(=O)NCCC2=CCCCC2)cc1	28%	?	?
78	Cn1c(=O)c2[nH]c(SCCN3CCCCC3)nc2n(C)c1=S	nt	-13%	?
79	O=C(COC(=O)Cn1cnc2ccccc2c1=O)Nc1cc(Cl)ccc1[N+](=O)[O-]	-1%	4%	-26%
80	COc1ccc(CN2CCNC(=O)C2CC(=O)N(C)Cc2nc(C)cs2)c(OC)c1 (stereo not given)	6%	9%	1%
81	CCc1ccc(/C=C2/SC(=S)N(CCCC(=O)Nc3cccc(C(=O)O)c3)C2=O)cc1	nt	?	-19%
82	CCOc1ccc(N(C(C)C(=O)N2CCOCC2)S(C)(=O)=O)cc1 (stereo not given)	-3%	-17%	-2%
83	COc1ccc(S(=O)(=O)N2CCCCCC2)cc1NC(=O)Cc1ccc(OC)c(OC)c1	-13%	-8%	6%
84	O=C(O)c1csc(-n2nc(-c3ccccc3)cc2C(F)(F)F)n1	-4%	5%	-5%
85	Cc1ccc(-c2nc3ncccc3o2)cc1NC(=O)CC(C)C	-4%	7%	-3%
86	CCCCN(CC)Cc1ccc(CNC(=O)Nc2ccc(OC)cc2OC)o1	-9%	?	-28%
87	COc1ccc(C)cc1NC(=O)C(OC(=O)CNC(=O)c1cc(C)cc(C)c1)c1ccccc1 (stereo not given)	-10%	-12%	6%
88	CSc1ccc(C(=O)N2CCC(CCC(=O)NC3CC3)CC2)cc1	-14%	19%	-3%
89	CCCCCOC(=O)c1ccccc1C(=O)O	0%	-12%	6%
90	CC12CCC(C(N)=O)(C1Br)C2(C)C (stereo not given)	-1%	-2%	1%

Going on with the list.
No.	SMILES	GCN5L2 inh	TDP1 cell noCPT	DT40 TDP1 CPT
91	CCC(=O)Nc1ccc(N2CCN(C(=O)c3cccs3)CC2)cc1	3%	-11%	-3%
92	O=C(Nc1ccc(C(=O)N2CCCC2)cc1)C1CCC1	nt	-8%	6%
93	O=C(Nc1ccc(-n2cc(Br)cn2)cc1)c1ccncc1	-5%	-27%	-20%
94	Cc1ccc(N2CC(C(=O)N3CCC(C(=O)NCCCOC(C)C)CC3)CC2=O)cc1 (stereo not given)	-4%	-9%	1%
95	COc1ccc(CC(=O)N2CCN(c3ccccn3)CC2)cc1	-2%	-23%	-12%
96	COc1ccc(/C=C/C(=O)Nc2ccccc2C)cc1S(=O)(=O)N1CCOCC1	-14%	-26%	?
97	CC1CN(S(=O)(=O)c2cccc(C(=O)Nc3ccc4c(c3)CCC4)c2)CC(C)O1 (stereo not given)	-9%	1.2µM*	1.2µM*

From entry 96 up to 97, as listed above:
No.	SMILES	GCN5L2 inh	TDP1 cell noCPT	DT40 TDP1 CPT
96	COc1ccc(/C=C/C(=O)Nc2ccccc2C)cc1S(=O)(=O)N1CCOCC1	-14%	-26%	?
97	CC1CN(S(=O)(=O)c2cccc(C(=O)Nc3ccc4c(c3)CCC4)c2)CC(C)O1 (stereo not given)	-9%	1.2µM*	1.2µM*
